# DENV2 CPE: inhibitors of DENV2 cytopathic effect. DENV2-infected cells, cytopathic effect rescue, plate reader. CPE inhibition, % at 9.99 µM. 1.7% of 350,000 active. AID 651640; in the data active = CPE inhibition above about 20%, passing the limit was not always enough; inconclusive = no clear call, values can overlap the other calls; tested in BHK-21 cells;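 note: 0% = median of neutral control wells and 100% = median of positive control wells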
# ERp5 block: ERp5 (human) disulfide isomerase inhibition. Q15084. ERp5 insulin aggregation, absorbance 650 nm, 90 min. inhibition, % at 9.99 µM. 0.05% of 350,000 active. AID 651711;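 active = mean replicate inhibition above about 25%, with every replicate also reaching it, limit read from the data, passing the limit was not always enough; inconclusive = only one of those two criteria met; inactive = neither criterion met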
# Target sequence (Q15084 whole entry, looked up): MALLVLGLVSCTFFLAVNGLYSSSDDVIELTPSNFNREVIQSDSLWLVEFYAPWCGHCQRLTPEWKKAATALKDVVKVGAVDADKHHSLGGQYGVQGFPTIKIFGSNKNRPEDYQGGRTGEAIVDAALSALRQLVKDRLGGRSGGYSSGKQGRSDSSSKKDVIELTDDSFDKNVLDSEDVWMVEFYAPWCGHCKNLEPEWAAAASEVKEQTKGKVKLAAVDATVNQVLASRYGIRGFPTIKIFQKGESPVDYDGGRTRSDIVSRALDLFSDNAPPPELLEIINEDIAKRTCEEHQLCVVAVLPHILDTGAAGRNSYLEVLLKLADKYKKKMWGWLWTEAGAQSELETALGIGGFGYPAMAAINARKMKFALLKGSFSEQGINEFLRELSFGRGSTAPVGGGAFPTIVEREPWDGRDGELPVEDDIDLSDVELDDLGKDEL
# CFTR F508del cor: CFTR F508del correction in bronchial cells; activity (quench increase), % at 7.58 µM; AID 720511; 0.36% of 350,000 active; CFBE cells, YFP halide quenching; stimulated with forskolin plus potentiator P3; % fluorescence drop versus neutral controls;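 active = mean added fluorescence quench of at least 8% versus neutral control, with both replicates also reaching 8%; inconclusive = only one of the mean or replicate conditions met; inactive = mean below 8% and not both replicates reaching 8%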;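 note: cells transiently co-express mutant CFTR-F508del with the halide-sensitive YFP; corrector assay measuring rescue of mutant channel to the surface after 24 h compound exposure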
# miR-122 sensor: inhibitors of miR-122 in Huh7 cells; Huh7 miR-122 Renilla luciferase sensor, 48 h; neutral wells = 0, positive control = 100; activation (reporter increase), % at 12.5 µM; 0.3% of 340,000 active; AID 602342;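 active = mean replicate activation score at least 90 and every replicate individually at or above 90; inconclusive = only one of the two criteria met; inactive = neither criterion met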;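 note: higher luciferase means less miR-122 activity so hits act as miR-122 inhibitors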
# CASP6 VEID inh: caspase-6 (human) enzyme inhibition. P55212. purified caspase-6, Z-VEID-R110 cleavage fluorescence. inhibition, % at 12.5 µM. 0.53% of 350,000 active;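 active = mean inhibition across replicates at least about 35%, with every replicate also reaching that limit, limit read from the data; inconclusive = only one of the two criteria met; inactive = neither criterion met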;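 note: 0% = median of neutral control wells and 100% = no fluorescence left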
# Target sequence (P55212 24-179 limits assumed): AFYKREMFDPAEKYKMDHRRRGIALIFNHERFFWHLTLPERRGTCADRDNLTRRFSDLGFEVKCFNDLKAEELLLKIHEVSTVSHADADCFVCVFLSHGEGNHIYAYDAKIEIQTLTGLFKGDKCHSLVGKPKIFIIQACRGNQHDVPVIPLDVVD
# Target sequence (P55212 194-293 limits assumed): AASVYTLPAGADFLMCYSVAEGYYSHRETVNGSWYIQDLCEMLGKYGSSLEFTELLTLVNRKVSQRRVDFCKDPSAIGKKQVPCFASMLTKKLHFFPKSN
# SIRT5 inh: inhibitors of human sirtuin-5 desuccinylase; inhibition, % at 15 µM; Purified SirT5, succinyl-peptide AMC, trypsin-coupled fluorescence; Q9NXA8; 1.1% of 330,000 active; in the data active = inhibition above about 15%; inconclusive = no clear call, values can overlap the other calls
# Target sequence (Q9NXA8 whole entry, looked up): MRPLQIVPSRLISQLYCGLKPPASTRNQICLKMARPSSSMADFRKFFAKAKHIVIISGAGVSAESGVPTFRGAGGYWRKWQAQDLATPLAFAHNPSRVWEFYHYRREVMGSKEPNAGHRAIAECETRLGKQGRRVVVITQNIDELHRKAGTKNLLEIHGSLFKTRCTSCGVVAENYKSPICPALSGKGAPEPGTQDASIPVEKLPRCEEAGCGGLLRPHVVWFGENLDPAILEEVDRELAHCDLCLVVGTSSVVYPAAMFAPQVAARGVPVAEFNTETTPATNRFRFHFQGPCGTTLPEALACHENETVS
# ERAP1 inh: blocks human ERAP1 aminopeptidase activity; recombinant ERAP1, Leu-AMC fluorescence, 60 min; inhibition, % at 10.7 µM; 0.15% of 340,000 active; AID 652197;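 active = mean replicate inhibition of at least 30%, or all replicates individually reaching that 30% level; inactive = mean below 30% and not every replicate reaching it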;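 note: 0% = neutral control wells and 100% = L-leucinethiol positive control wells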
# Starred values were filed as active, the others as inactive; ? = inconclusive; . = not tested or not shown; & = joins results of further samples; [ ] = dose if it differs, or a comment. Random draw from the library; overall some 4% were active at least once.
DENV2 CPE,ERp5 block,CFTR F508del cor,miR-122 sensor,CASP6 VEID inh,SIRT5 inh,ERAP1 inh,SMILES
-5.0,0.6,-3.0,-4.8,-1.7,1.1,-0.9,O=C(NCc1ccccc1Cl)C1CCCN1S(=O)(=O)c1ccc(F)cc1 (configuration not stated)
-10.3,5.8,-1.0,.,-2.7,-0.8,.,CC(C)(C)NC(=O)C1c2ccccc2OCC(=O)N1C1CC1 (configuration not stated)
2.1,3.2,1.8,1.5,-1.7,-2.1,3.7,CC1COc2ccccc2N1S(=O)(=O)c1ccc(Cl)cc1 (configuration not stated)
-3.7,-1.8,1.6,-9.1,0.0,-3.8,.,C=CCc1c(N(CC)CC)nc(C)[nH]c1=O
-5.4,2.1,?,-4.0,-3.8,-1.1,3.6,CCOC(=O)CN(C(=O)COc1nc(-c2ccccc2)cc(C)c1C#N)c1ccccc1C
?,1.6,3.8,.,-8.2,-4.2,-3.4,CCCCC[C@H](C)N1C[C@H](COCc2ccccc2)Oc2cc(N3CCC[C@H]3COC)ccc2S1(=O)=O
5.3,0.1,2.2,.,0.4,3.6,8.8,COCCCNC(=O)/C(C#N)=C/c1cc(C)[nH]c1C
-5.0,3.6,5.1,-0.2,-4.9,84.6*,-2.1,CCN(CC)Cc1c(C(=O)N/N=C/c2ccc(C)o2)nnn1-c1nonc1N
-12.5,0.6,-2.7,14.3[16.7 µM],1.6,-0.4,-1.7,O=C(Cc1ccccc1)N1C[C@@H]2[C@H](c3ccccc31)[C@H](CO)N2S(=O)(=O)c1ccccc1
-6.5,-11.9,7.3,0.9,-13.3,-0.3,3.0,CC(=NNC(=O)c1ccncc1)c1ccccc1O
-7.6,7.1,-1.5,.,-1.4,-0.4,-3.7,Cc1n[nH]c(=O)c2c(NC(=O)CSc3ccc(Br)cc3)oc(C)c12
-1.9,-4.4,-0.7,-19.7,7.1,-1.1,-1.7,CC1(C(=O)NS(=O)(=O)Cc2cccc(Cl)c2)CCN1C(=O)C/C=C/c1ccccc1 (configuration not stated)
0.0,-6.0,0.7,.,1.0,-3.2,-1.3,O=C(COC(=O)c1ccccn1)NCc1ccccc1
-1.2,2.0,-1.3,.,-0.2,-0.1,-0.9,CCCNC(=O)c1ccccc1C(=O)NC1(C(=O)NCCC)CCCC1
1.7,2.0,-0.6,-0.5[16.7 µM],-1.3,-1.1,-0.4,C[C@H](NC(=O)C[C@H]1C[C@H]2c3cc(NC(=O)CN(C)C)ccc3O[C@H]2[C@@H](CO)O1)c1ccccc1
2.1,-1.7,1.4,0.4,-0.8,.,-1.4,O=C1CN(C(=O)COC(=O)[C@@H]2CC(O)CN2S(=O)(=O)c2ccc(Cl)cc2)c2ccccc2N1 (some centres not stated)
-4.9,5.5,-2.8,8.4[16.7 µM],-0.5,0.5,-2.4,Cc1noc(C)c1NC(=O)N(C)C[C@@H]1Oc2ccc(NC(=O)Nc3ccccc3)cc2C(=O)N([C@@H](C)CO)C[C@@H]1C
-4.7,-0.3,-0.6,-7.8[16.7 µM],0.0,5.3,-4.7,C[C@@H]1CN([C@H](C)CO)C(=O)c2cc(C#CC3(O)CCCC3)cnc2O[C@H]1CN(C)S(=O)(=O)c1cccc(F)c1
1.0,-0.6,-6.3,-2.8,7.1,-1.7,-0.8,COc1cccc(NC(=O)CN(C)C(=O)/C=C/c2ccc3ccccc3n2)c1
2.4,-3.2,-1.9,.,0.8,0.4,-0.1,Cc1c(NC(=O)c2ccc(Cl)nc2)cccc1-c1nc2cccnc2s1
-1.6,-0.1,1.2,-6.0,-0.3,1.3,-1.3,O=C(c1ccc(CS(=O)Cc2ccccc2Cl)o1)N1CCN(c2ccccc2)CC1 (configuration not stated)
2.2,-2.1,-5.7,-0.4,-1.6,0.0,1.5,c1ccc2cc(Cn3ccnc3)ccc2c1
-5.3,-5.4,-0.7,-4.8,-0.3,3.6,1.3,Cn1nccc1C(=O)Nc1cccc(S(=O)(=O)N2CCOCC2)c1
-4.0,4.3,-0.2,-4.4,0.0,1.0,3.5,Cc1cc(C)cc(N=c2c([N+](=O)[O-])nn(-c3ccc(Cl)cc3)n2O)c1
4.9,4.1,-0.5,-7.1,-0.4,-1.2,5.2,CCOC(=O)CCCNC(=O)CCNC(=O)c1ccc(OCCC(C)C)cc1

# Some of these compounds in order of their number in ERp5 block, highest first:
DENV2 CPE,ERp5 block,CFTR F508del cor,miR-122 sensor,CASP6 VEID inh,SIRT5 inh,ERAP1 inh,SMILES
-4.9,5.5,-2.8,8.4[16.7 µM],-0.5,0.5,-2.4,Cc1noc(C)c1NC(=O)N(C)C[C@@H]1Oc2ccc(NC(=O)Nc3ccccc3)cc2C(=O)N([C@@H](C)CO)C[C@@H]1C
2.1,3.2,1.8,1.5,-1.7,-2.1,3.7,CC1COc2ccccc2N1S(=O)(=O)c1ccc(Cl)cc1 (configuration not stated)
-1.2,2.0,-1.3,.,-0.2,-0.1,-0.9,CCCNC(=O)c1ccccc1C(=O)NC1(C(=O)NCCC)CCCC1
-4.7,-0.3,-0.6,-7.8[16.7 µM],0.0,5.3,-4.7,C[C@@H]1CN([C@H](C)CO)C(=O)c2cc(C#CC3(O)CCCC3)cnc2O[C@H]1CN(C)S(=O)(=O)c1cccc(F)c1
-6.5,-11.9,7.3,0.9,-13.3,-0.3,3.0,CC(=NNC(=O)c1ccncc1)c1ccccc1O

# (next part)
DENV2 CPE,ERp5 block,CFTR F508del cor,miR-122 sensor,CASP6 VEID inh,SIRT5 inh,ERAP1 inh,SMILES
2.4,4.6,-1.3,-1.8,1.9,.,-2.5,COc1ccccc1OCc1cc(C(=O)N(C)CCC2CCOCC2)no1
-7.7,1.8,6.1,-18.0[16.7 µM],0.8,1.7,3.1,CCCN1C[C@@H](C)[C@@H](OC)CN(C)C(=O)c2ccc(NC(=O)c3cccc(OC)c3)cc2OC[C@H]1C
.,1.8,-1.0,0.6,1.8,-0.7,8.8,COc1ccccc1OCC(=O)Nc1ccc(S(=O)(=O)N2CCCCCC2)cc1
-3.9,-10.2,0.7,-4.4,-0.3,-1.5,-2.0,C=C(C)CN1C(=O)C(C)SC1=NN=C1SCC(=O)N1C (configuration not stated)
-8.1,-1.0,-1.7,.,-1.6,5.5,5.0,COc1ccc2c3c(n(C)c2c1)[C@H](CO)N(S(C)(=O)=O)CC31CCN(CC2CC2)CC1
1.7,-0.3,-1.3,-4.0,-2.5,2.5,-1.9,CSc1nnc(-c2ccc([N+](=O)[O-])cc2)o1
-2.6,0.5,1.0,-1.6,-2.3,.,.,Brc1ccc(-c2c(-c3ccsc3)sc3ccccc23)cn1
?,4.3,-0.3,-4.8,-1.9,-0.7,-2.0,O=C(CNC(=O)c1ccc(Cl)cc1Cl)OCn1nnc2ccccc2c1=O
0.3,0.1,-0.6,-0.7,0.9,.,0.8,CCOc1ccc(N2CSC(=S)N(c3ccc(OCC)cc3)C2)cc1
1.2,-0.7,0.1,1.7,0.9,.,.,C=CCn1cc(C(=O)N2CCN(C)CC2)c(=O)c2cc(S(=O)(=O)N3CCCC3)ccc21
4.9,1.2,1.3,.,3.4,-1.6,-0.4,CC(C)c1ccccc1NC(=S)NC(C)c1ccccc1 (configuration not stated)
11.8,-3.1,.,-4.8,-1.7,21.6*,0.2,Cn1ncc(Cl)c1C(=O)N/N=C/c1ccccn1
7.5,-5.5,1.9,4.2,-0.1,-2.4,2.3,Cc1ccc(S(=O)(=O)CCC(=O)Nc2ccccc2Cl)cc1
-0.5,-0.7,-0.2,-19.9,-0.1,-1.6,0.9,O=C(CN1CCN(Cc2ccc(Cl)cc2)CC1)N/N=C/c1ccccc1F
-8.9,4.6,0.9,13.7,2.8,-3.2,-3.7,CCOC(=O)c1[nH]c(C)c(C(=O)OCc2ccccc2F)c1C
-18.0,1.7,1.1,0.0,-0.9,-1.1,1.7,NC(=O)c1cc([N+](=O)[O-])ccc1NCc1ccc(N)cc1
2.4,3.5,1.7,.,3.2,-0.8,0.7,COc1ccccc1NC(=O)NC1(C(=O)N2CCN(C)CC2)CCCCC1
10.0,1.8,0.2,-2.0,1.7,-1.1,-4.7,Cc1ccc(Cl)cc1N1CCN(S(=O)(=O)c2c(C(=O)N3CCOCC3)c(C)n(C)c2C)CC1
10.2,-3.6,1.9,-11.3,0.9,-2.4,-6.2,Cc1ccc(C)c(OCC(=O)NCC2COc3ccccc3O2)c1 (configuration not stated)
-0.2,5.3,3.3,.,4.7,.,.,C[C@H](c1ccccc1)N1C[C@@H](COCc2ccccc2)Oc2cccc(Oc3ccccc3)c2S1(=O)=O
-0.6,2.9,2.6,-9.6,6.1,-1.6,-5.1,CC(C)(C)c1ccc(OCCCC(=O)N2CCOCC2)cc1
.,3.5,-1.1,.,2.4,2.5,7.9,COc1ccc(C(=O)N/N=C/c2ccc(N3CCOCC3)o2)cc1OC
-2.7,-8.8,.,.,-1.7,.,5.1,O=C(NC(N1CCCCCC1)C(Cl)(Cl)Cl)c1ccccc1Cl (configuration not stated)
-2.2,-5.4,0.6,-0.8,-1.6,-2.6,0.1,Cc1cccc(NC(=O)CSc2nnc(C3CC3)n2CC2CCCO2)c1C (configuration not stated)
8.4,9.8,-2.4,.,1.4,-2.4,-0.2,C[C@@H]1CN([C@H](C)CO)C(=O)c2cc(-c3ccncc3)cnc2O[C@@H]1CN(C)C(=O)NC1CCCC1
15.2,0.7,2.2,-4.0,1.6,-0.6,-1.0,Cc1cc(C(=O)Nc2ccc3c(c2)CCC3)ccc1[N+](=O)[O-]
?,-3.7,1.4,.,-0.7,-1.5,1.2,O=C(CC1C(=O)NCCN1Cc1ccc(Cl)c(F)c1)NC1CCCCC1 (configuration not stated)
-1.6,0.8,1.7,-4.3,-1.9,0.9,0.1,Cc1cc(-c2nn(-c3ccccc3F)cc2CN2CCCC(C(N)=O)C2)c(C)s1 (configuration not stated)
-2.5,-1.0,3.7,13.3,4.9,-4.8,-3.5,CC1CN(C(=O)c2ccccc2OCc2ccc(Cl)cc2Cl)CC(C)O1 (configuration not stated)
1.4,3.0,.,-1.2,0.8,-1.7,-91.5,O=C(O)c1cc2ccccc2c2c1C(=O)c1ccccc1-2
2.5,3.5,-1.8,-0.7,2.2,0.4,0.7,Cc1cc(C)cc(N(C(=O)c2sc(C)nc2C)C(C(=O)NC(C)(C)C)c2ccncc2)c1 (configuration not stated)
-0.9&0.2,-9.7&-1.1,-16.7&0.6,.,0.2,-5.9&-0.5,-1.9,COc1ccc(-c2ccc(C3[C@@H]4CN(Cc5cccc(OC)c5)C[C@H]3N4)cc2)cc1 (some centres not stated)
0.4,2.3,-1.4,-1.6,-1.6,-0.4,1.9,CCCn1c(SCC(=O)NC2CC2)nnc1-c1ccccn1
2.6,0.9,-1.8,.,.,1.0,4.3,COc1ccc(NC(=O)/C(C#N)=C\c2ccc(N3CCOCC3)o2)cc1
5.2,12.2,0.8,8.4[16.7 µM],2.9,13.6,-1.4,CN1C(=O)c2cc(NC(=O)c3cccs3)ccc2OC[C@@H]2O[C@H](CC(=O)N3CCOCC3)CC[C@@H]21
-1.5,5.3,1.8,16.5,-2.4,.,-2.1,Nc1nc(=O)n(C2CC(O)C(CO)O2)cc1F (configuration not stated)
2.4,0.7,2.0,2.2,1.5,-4.0,-1.1,CC(C)CC(=O)Nc1c2c(nn1-c1ccc([N+](=O)[O-])cc1)CS(=O)(=O)C2
.,4.3,1.8,-11.3,3.0,-0.6,-1.6,COc1ccccc1OCCCCCNCCO
3.8,1.6,-1.1,.,0.8,0.8,0.3,N#C[C@@H]1[C@@H](c2ccccc2C2=CCCCC2)[C@H](CO)N1C(=O)c1ccccn1
.,-2.7,0.5,5.1,-0.7,-3.0,4.6,O=C(NCC1CCCO1)C(c1ccccn1)N(Cc1ccccc1Cl)C(=O)CN1C(=O)c2ccccc2S1(=O)=O (configuration not stated)
6.4,?,2.6,.,-2.4,1.9,-1.2,O=C(COC(=O)c1cccc([N+](=O)[O-])c1)c1ccc(OCc2ccccc2)cc1
19.3,-1.7,-3.1,4.2[16.7 µM],0.6,-4.5,0.7,O=C(Cc1ccncc1)N[C@@H]1CC[C@@H](CCn2cc(-c3ccccc3F)nn2)O[C@@H]1CO
4.8,7.1,2.1,-5.3,-0.9,-0.2,1.3,CCCC1Cc2c(sc(N)c2C#N)CO1 (configuration not stated)
3.3,3.2,0.8,-1.7,1.9,22.6*,-1.2,O=C(Nc1ccnn1C1CCN(C(=O)c2ccc(C(F)(F)F)cc2)CC1)C1CC1
